Screening results from PubChem BioAssay.
SSB-PriA inh – inhibitors of Klebsiella pneumoniae PriA binding to SSB C-terminal tail; actives 0.6% (n = 430,000); AlphaScreen SSBct-PriA binding, biotinylated peptide; inhibition, % at 33 µM; in the data active = inhibition mostly above about 37%, no sharp cut-off; inactive = mostly below about 20%;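 also: plate controls were negative control peptide for no effect and reference peptide for full effect; strong numbers were not always called active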
3CLpro inhibitor – SARS-CoV 3CLpro protease inhibition | P0C6X7 | recombinant SARS-CoV 3CLpro, quenched FRET peptide cleavage | inhibition, % at 6 µM | actives 0.14% (n = 290,000); in the data active = inhibition above about 12%
Anthrax LF prot – anthrax lethal factor protease inhibition. P15917. actives 0.12% (n = 360,000). inhibition, % at 10 µM. multiplex microsphere protease cleavage assay, LF; also: plate controls were buffer without enzyme for full effect and enzyme alone for no effect
Y pestis TopoI – Y. pestis Topo-I inhibition via cleavage products; activity, % at 10 µM; Y. pestis Topo-I cleavage product accumulation, plate reader; actives 0.064% (n = 360,000); AID 504884; in the data active = activity above about 50%, passing the limit was not always enough; inconclusive = no clear call, values can overlap the other calls; also: inactives centre near 2
PrPC TRFRET – reduces human prion protein on the cell surface; cell surface PrPC, TR-FRET read-out; inhibition, % at 13.8 µM; actives 0.43% (n = 370,000); AID 720596; in the data active = inhibition above about 24%; also: 0% = median of the test wells and 100% = reference compound wells
PfHsp40 rescue – compounds rescuing yeast from Plasmodium falciparum HSP40 toxicity. growth rescue, % at 12.5 µM. AID 504582. S. cerevisiae expressing PfHsp40, growth rescue, ATP luminescence. actives 0.68% (n = 340,000); in the data active = growth rescue above about 28%, passing the limit was not always enough; inconclusive = no clear call, values can overlap the other calls;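 also: yeast W303a lacking pdr1 and pdr3 grown in galactose medium; growth measured after three days at 30 °C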
TcdB inh – blocks C. difficile toxin B glycohydrolase activity | TcdB glycohydrolase enzymatic assay, plate reader | inhibition, % at 9.99 µM | actives 0.24% (n = 350,000); in the data active = inhibition above about 10%
Target sequence (P18177 whole entry, looked up): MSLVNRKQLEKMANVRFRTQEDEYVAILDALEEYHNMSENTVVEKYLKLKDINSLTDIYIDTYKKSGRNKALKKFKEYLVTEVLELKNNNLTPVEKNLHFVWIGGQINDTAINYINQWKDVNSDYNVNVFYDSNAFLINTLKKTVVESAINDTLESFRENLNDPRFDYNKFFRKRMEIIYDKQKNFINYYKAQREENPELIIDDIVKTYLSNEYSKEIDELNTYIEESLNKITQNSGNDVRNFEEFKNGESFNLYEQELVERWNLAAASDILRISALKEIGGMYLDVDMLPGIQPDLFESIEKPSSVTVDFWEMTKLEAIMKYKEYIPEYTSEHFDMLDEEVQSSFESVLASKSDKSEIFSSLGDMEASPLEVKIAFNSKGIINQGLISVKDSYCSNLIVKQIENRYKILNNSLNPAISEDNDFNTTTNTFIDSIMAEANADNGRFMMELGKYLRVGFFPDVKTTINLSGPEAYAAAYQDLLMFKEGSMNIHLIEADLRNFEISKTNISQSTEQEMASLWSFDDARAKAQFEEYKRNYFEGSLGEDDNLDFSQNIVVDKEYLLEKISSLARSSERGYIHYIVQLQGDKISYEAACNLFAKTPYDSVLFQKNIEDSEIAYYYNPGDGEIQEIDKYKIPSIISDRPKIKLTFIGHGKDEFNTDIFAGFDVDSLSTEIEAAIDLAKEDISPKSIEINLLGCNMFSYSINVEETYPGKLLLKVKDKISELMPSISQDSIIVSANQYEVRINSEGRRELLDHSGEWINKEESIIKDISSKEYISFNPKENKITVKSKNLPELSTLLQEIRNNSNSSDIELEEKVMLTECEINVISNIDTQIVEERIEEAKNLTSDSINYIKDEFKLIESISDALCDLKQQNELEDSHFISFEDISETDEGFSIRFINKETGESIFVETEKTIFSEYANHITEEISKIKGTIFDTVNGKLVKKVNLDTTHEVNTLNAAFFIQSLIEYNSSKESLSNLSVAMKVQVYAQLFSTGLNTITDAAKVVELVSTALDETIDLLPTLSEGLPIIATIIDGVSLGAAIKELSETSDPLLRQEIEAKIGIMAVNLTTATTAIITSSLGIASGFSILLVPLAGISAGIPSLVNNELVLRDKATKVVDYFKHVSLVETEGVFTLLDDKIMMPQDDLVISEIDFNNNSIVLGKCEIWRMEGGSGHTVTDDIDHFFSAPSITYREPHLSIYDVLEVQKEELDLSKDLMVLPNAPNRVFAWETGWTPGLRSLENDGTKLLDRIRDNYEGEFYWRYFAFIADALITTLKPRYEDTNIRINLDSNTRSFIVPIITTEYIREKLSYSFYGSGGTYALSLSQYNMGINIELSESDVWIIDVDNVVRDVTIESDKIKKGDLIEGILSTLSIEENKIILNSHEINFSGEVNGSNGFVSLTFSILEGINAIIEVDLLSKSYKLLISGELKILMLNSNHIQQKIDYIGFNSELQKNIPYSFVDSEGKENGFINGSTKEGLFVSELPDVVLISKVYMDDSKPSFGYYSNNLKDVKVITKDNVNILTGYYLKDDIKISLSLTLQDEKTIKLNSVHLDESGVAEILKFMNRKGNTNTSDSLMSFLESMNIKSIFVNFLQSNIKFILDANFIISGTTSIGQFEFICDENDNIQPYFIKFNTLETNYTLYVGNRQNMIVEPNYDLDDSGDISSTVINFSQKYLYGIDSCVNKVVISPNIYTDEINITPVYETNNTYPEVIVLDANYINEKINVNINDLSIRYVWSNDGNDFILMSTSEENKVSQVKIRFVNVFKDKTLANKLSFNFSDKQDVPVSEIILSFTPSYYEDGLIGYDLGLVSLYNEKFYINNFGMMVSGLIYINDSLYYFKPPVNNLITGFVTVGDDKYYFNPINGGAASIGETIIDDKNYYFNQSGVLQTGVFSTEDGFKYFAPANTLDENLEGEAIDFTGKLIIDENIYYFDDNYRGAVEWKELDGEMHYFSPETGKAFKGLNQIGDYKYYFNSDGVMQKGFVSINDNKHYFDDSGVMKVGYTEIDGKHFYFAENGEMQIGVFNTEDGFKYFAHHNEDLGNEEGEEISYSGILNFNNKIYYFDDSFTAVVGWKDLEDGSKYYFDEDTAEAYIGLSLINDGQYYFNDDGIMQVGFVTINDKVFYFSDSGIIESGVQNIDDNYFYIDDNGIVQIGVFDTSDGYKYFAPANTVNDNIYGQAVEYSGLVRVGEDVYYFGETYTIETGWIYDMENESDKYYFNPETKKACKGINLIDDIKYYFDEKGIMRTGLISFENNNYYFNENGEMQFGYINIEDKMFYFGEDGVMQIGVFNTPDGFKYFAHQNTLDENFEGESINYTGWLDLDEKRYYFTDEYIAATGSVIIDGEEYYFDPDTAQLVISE
BoNT-A LC inh2 – BoNT A light chain protease inhibition | multiplex microsphere protease substrate cleavage, flow cytometry | inhibition, % at 10 µM | actives 0.17% (n = 360,000) | AID 588499; also: plate controls were buffer without enzyme for full effect and enzyme alone for no effect
BH1578 lux ind – inducers of Vibrio cholerae quorum light production without autoinducers. activation, % at 18.7 µM. V. cholerae BH1578 lux reporter, luminescence, 6 h. actives 0.16% (n = 350,000); in the data active = activation mostly above about 9.7%, no sharp cut-off; inconclusive = no clear call, values can overlap the other calls; inactive = mostly below about 3.7%; also: not every result past the cut was called active; inactives centre near 0; reference of the scale not given here
The depositor's hits bear a star; i = inactive; ? = inconclusive; / = no result given; & = joins results of further samples. Rule as the data show it, unless noted: active = inhibition above about 30%; inconclusive = no clear call, values can overlap the other calls; inactive = below that.

SMILES	SSB-PriA inh	3CLpro inhibitor	Anthrax LF prot	Y pestis TopoI	PrPC TRFRET	PfHsp40 rescue	TcdB inh	BoNT-A LC inh2	BH1578 lux ind
CCOC(=O)C1CCN(C(=O)COc2ccc(Br)cc2C)CC1	-6	-4	-3	1	-3	-1.2	0.4	-0.2	-0.3
COc1ccc(S(=O)(=O)N2CCN(C(=O)c3cc(C)on3)CC2)cc1	-1	/	?	-5	11	2.0	0.0	-0.7	-0.3
Cc1ccc(S(=O)(=O)N(Cc2nccn2C)C(C)C)cc1	-19	-4	-9	2	3	0.1	/	-0.8	-2.9
CCCCCCCCCCCCN1[C@@H](CC(=O)O)c2cc(C(F)(F)F)ccc2S1(=O)=O	-3	/	2	8	-1	?	-0.1	-0.5	i
Cc1cc(C)n(-c2ccc(C(=O)N3CC(C)OC(C)C3)cc2)n1 (stereo not given)	-6	-5	1	12	8	0.4	0.4	-0.2	-0.2
O=C(CSc1nccc(=O)[nH]1)Nc1ccc2ccccc2c1	3	/	1	-11	0	-1.6	-0.5	0.3	-0.4
CCOc1ncccc1C(=O)OCC(=O)NC1CC1	1	5	-3	-1	-2	-0.4	-0.6	-0.4	i
COc1cc(C(=O)NNC(=O)c2cc(C)[nH]n2)cc(OC)c1OC	1&-15	1	-3	-6	0	/	1.2	-0.6	-0.4
Cc1onc(-c2c(Cl)cccc2Cl)c1NC(=O)NN(C)c1ccc([N+](=O)[O-])cn1	-2	-4	-6	-2	-10	0.5	0.1	-0.5	i
COCCn1cnnc1SCC(=O)c1ccc(S(=O)(=O)N2CCCC2)cc1	4	0	1	14	-5	1.0	/	1.3	-7.7
O=C(CNCc1ccc(Cl)cc1)Nc1ccc(C(=O)N2CCCCCC2)cc1	-10	-2	-1	25	8	2.8	2.1	0.3	0.0
COc1ccccc1CNC(=O)c1ccc(NC2=NC3CS(=O)(=O)CC3S2)cc1 (stereo not given)	-3	0	1	-10	1	0.3	0.4	0.4	-0.4
COC(=O)CS(=O)(=O)c1cccc2cccnc12	-1	-3	-2	2	9	-1.6	1.3	0.6	i
Cc1ccsc1C(=O)C1CCCN(Cc2ccc(-n3cccn3)cc2)C1 (stereo not given)	-4	-4	5	27	9	-1.9	1.2	0.2	-2.1
Cc1cc2nc3n(c2cc1C)CC1CC(C(=O)NCc2cccc(C(F)(F)F)c2)N(C)C31 (stereo not given)	4	/	-3	9	-9	-0.6	0.3	0.0	-3.7
Cc1ccc(C2=Nc3ccccc3NC(C)(c3ccc(C)o3)C2)o1 (stereo not given)	-10	0	-4	0	-2	-0.5	/	0.1	-0.6
CCN(C(=O)COC(=O)c1cc(OC)ccc1Br)C1CCS(=O)(=O)C1 (stereo not given)	-7	/	4	2	-2	0.0	1.6	-0.1	i
O=C(Nc1ccccc1)OCCCCCOC(=O)Nc1ccccc1	-10	-3	-12	1	-9	0.9	1.2	-2.2	i
COC(=O)c1ccc(-c2ccc(C(c3c(C)[nH][nH]c3=O)c3c(C)[nH][nH]c3=O)o2)cc1	1	3	-6	3	0	-1.6	-4.2	-2.5	-0.6
Cc1ccc2occ(/C=N/O)c(=O)c2c1	/	-3	1	3	-1	0.9	/	0.9	-1.2

One compound at a time (already shown). Order of values: SSB-PriA inh	3CLpro inhibitor	Anthrax LF prot	Y pestis TopoI	PrPC TRFRET	PfHsp40 rescue	TcdB inh	BoNT-A LC inh2	BH1578 lux ind
Cc1ccc(C2=Nc3ccccc3NC(C)(c3ccc(C)o3)C2)o1 (stereo not given) is listed as -10	0	-4	0	-2	-0.5	/	0.1	-0.6
CCN(C(=O)COC(=O)c1cc(OC)ccc1Br)C1CCS(=O)(=O)C1 (stereo not given) is listed as -7	/	4	2	-2	0.0	1.6	-0.1	i
COc1cc(C(=O)NNC(=O)c2cc(C)[nH]n2)cc(OC)c1OC is listed as 1&-15	1	-3	-6	0	/	1.2	-0.6	-0.4
O=C(Nc1ccccc1)OCCCCCOC(=O)Nc1ccccc1 is listed as -10	-3	-12	1	-9	0.9	1.2	-2.2	i
Cc1ccc(S(=O)(=O)N(Cc2nccn2C)C(C)C)cc1 is listed as -19	-4	-9	2	3	0.1	/	-0.8	-2.9

Continued.
SMILES	SSB-PriA inh	3CLpro inhibitor	Anthrax LF prot	Y pestis TopoI	PrPC TRFRET	PfHsp40 rescue	TcdB inh	BoNT-A LC inh2	BH1578 lux ind
COc1ccc(CN(CC(O)COCc2ccccc2)S(=O)(=O)c2ccccc2Br)cc1 (stereo not given)	4	/	-6	-3	3	6.4	1.2	0.1	i
Cc1ccccc1N1C(=O)CC2(CCCC2)CC1=O	-2	3	-3	6	-6	0.8	1.9	-0.3	-0.3
COc1ccc(S(=O)(=O)NCC(c2cccnc2)N2CCN(c3ccc(F)cc3)CC2)cc1C (stereo not given)	16	0	-6	36	0	-0.5	/	-0.8	-0.5
COCCN(C(=O)CSc1nnc(-c2ccc(C(C)(C)C)cc2)n1N)c1c(N)n(CC(C)C)c(=O)[nH]c1=O	-3	/	?	2	4	0.0	0.3	-3.8	i
Nc1ccn([C@@H]2O[C@H](CNC(=O)[C@@H](N)CSCc3ccccc3)[C@@H](O)[C@H]2O)c(=O)n1	/	/	2	1	-4	/	-0.4	-0.4	i
Cc1ccc(OCc2cc(C(=O)N3CCc4[nH]cnc4C3c3ccccn3)no2)cc1C (stereo not given)	26	-2	-2	22	-4	-0.3	0.7	0.0	-0.4
Cc1nnc(SCc2cccc([N+](=O)[O-])c2)o1	-10	1	-1	-5	-11	-1.1	1.3	-0.1	i
O=C(COC(=O)c1ccc2c(c1)OCO2)Nc1ncc(Cl)cc1Cl	-16	-4	0	6	-5	0.9	-0.1	-0.9	i
CC(=O)C1C(c2ccc(Cl)cc2)c2c(noc2C)CC1(C)O (stereo not given)	0	2	-10	4	1	/	3.7	-5.4	-0.6
COC(=O)CCN1CCc2cc(N=Nc3ccc([N+](=O)[O-])cc3)ccc21	20	6	-1	-11	-2	0.2	0.6	-0.3	0.8
CCC(C)OC(=O)C[N+](C)(C)CCOC1CC2CCC1(C)C2(C)C (stereo not given)	-13	4	-2	8	8	-1.6	1.6	0.2	-0.4
Cn1c(CCN2CCN(c3ccccn3)CC2)nc2cc(NC(=O)COc3ccccc3)ccc21	6	1	2	11	-15	0.9	1.7	1.6	-0.4
O=c1[nH][nH]cc1C=Nc1ccccc1O	9	2	8	0	-1	3.3	/	4.0	-0.4
O=C(Nc1cccc(C(F)(F)F)c1)OCCN1CCN(Cc2ccccc2)CCC1=O	6	-1	-3	15	0	0.7	-1.5	-0.1	-1.3
COc1cc2c(cc1OC)C(c1cc3cc(C)ccc3[nH]c1=O)N(C(=O)c1ccco1)CC2 (stereo not given)	-11	5	-1	18	3	-0.3	0.8	-0.6	-0.2
CCC(=O)N(Cc1cc2cc(OC)ccc2[nH]c1=O)c1ccc(C)cc1C	-2	3	1	15	-1	-0.4	/	0.5	-0.4
Nc1ccc2c(c1)C(=O)c1cc([N+](=O)[O-])ccc1-2	7	/	-4	-14	-24	-0.5	0.0	0.1	i
CC(C)CCN1CCN(Cc2cc3ccccc3[nH]2)CC1CCO (stereo not given)	-9	-3	-6	-6	7	-0.2	0.4	-0.6	0.7
Cc1ccc(F)c(NC(=O)/C(C#N)=C(\O)c2ccc(C(C)(C)C)cc2)c1	-9	9	0	0	5	0.0	-2.0	0.4	-0.5
COc1ccccc1NC(=O)N1CCc2[nH]c3ccc(Cl)cc3c2C1	5	2	-4	3	-4	6.1	/	0.3	0.0

An excerpt of these results, with values under each structure:
Below each compound: SSB-PriA inh, 3CLpro inhibitor, Anthrax LF prot, Y pestis TopoI, PrPC TRFRET, PfHsp40 rescue, TcdB inh, BoNT-A LC inh2, BH1578 lux ind
CCCCCCCCCCCCN1[C@@H](CC(=O)O)c2cc(C(F)(F)F)ccc2S1(=O)=O
    -3, /, 2, 8, -1, ?, -0.1, -0.5, i
Cc1cc(C)n(-c2ccc(C(=O)N3CC(C)OC(C)C3)cc2)n1 (stereo not given)
    -6, -5, 1, 12, 8, 0.4, 0.4, -0.2, -0.2
O=C(CSc1nccc(=O)[nH]1)Nc1ccc2ccccc2c1
    3, /, 1, -11, 0, -1.6, -0.5, 0.3, -0.4

More results:
SMILES	SSB-PriA inh	3CLpro inhibitor	Anthrax LF prot	Y pestis TopoI	PrPC TRFRET	PfHsp40 rescue	TcdB inh	BoNT-A LC inh2	BH1578 lux ind
CCOCCCNC(=O)c1ccc2c(=O)n(CCCOCC)c(=S)[nH]c2c1	6	0	-2	-1	3	0.6	1.4	-2.1	3.0
CCNc1nc(NCC)nc(N/N=C/c2ccc(Br)cc2)n1	/	5	4	5	1	0.6	-1.1	-1.5	-0.6
O=C(/C=C/c1ccc(O)c(O)c1)c1ccccc1O	-9	1	-5	-19	-11	-0.1	-0.7	0.7	0.5
N#CC1=C(N)Oc2n[nH]c(-c3ccc(F)cc3)c2C1c1cccc(OC(=O)N2CCOCC2)c1 (stereo not given)	-15	0	/	11	-8	-0.8	/	/	-0.4
CCN(CC)C(=O)C(C)N(C#N)c1nc(SC)nc(N(C)C)n1 (stereo not given)	2	-4	-2	8	-4	-0.7	/	0.1	i
CN1/C(=C\C(=O)c2ccco2)c2ccccc2CC1(C)C	-2	1	-6	0	-3	0.4	/	-3.3	i
CC(C)(C)c1ccc(/C=N/Nc2ccc(C(=O)O)cc2)cc1	/	4	-1	-4	9	1.1	-1.2	0.6	-0.1
CCCn1ccc(O)c(Cc2ccc(Cl)cc2)c1=O	-2	-1	-6	8	3	0.7	1.0	-0.3	1.5
CCC1CCC(C(=O)NC(C(=O)NCCN2CCOCC2)C(C)C)CC1 (stereo not given)	-6	-4	12	10	10	0.1	-3.7	-5.1	0.1
COc1ccc(/C=C(\C#N)C(=O)OCC(=O)Nc2c(C)cccc2C(C)C)cc1	-15	3	-2	-4	7	-1.9	/	-0.4	i
Oc1ccc(CN2CCCCC2)c2cccnc12	99*	1	-2	-2	-4	24	-1.2	-1.7	-0.4
CN1CCN(CC(=O)Nc2ccc([N+](=O)[O-])cc2Br)CC1	-7	1	-3	-4	-28	-0.8	2.0	0.5	i
COc1cccc(N/C(N)=N/c2nc(C)cc(=O)[nH]2)c1	/	-1	0	0	/	-0.5	/	-0.7	-0.3
COC(=O)CCc1ccc(O)cc1	-14	1	-3	0	-4	0.4	1.3	-0.4	-0.6
O=c1c2ccccc2on1-c1ccccc1	/	/	-1	-1	-5	/	2.1	0.0	i
C=CCN1C(=O)S/C(=C/c2ccc(Sc3nc4ccccc4[nH]3)o2)C1=O	-2	-2	-1	2	10	3.2	/	-0.9	-0.2
COc1ccc(-c2ccccc2C2=CC(=O)CC(C)(C)C2=O)cc1	/	/	22	8	-11	/	0.9	18	2.3
Cc1ccc(N(CCC#N)C(=O)CSc2ccc3c(c2)OCCO3)cc1	-10	3	5	29	0	-0.1	/	0.1	i
Nc1cccc2c1C(=O)N(CC(=O)NC13CC4CC(CC(C4)C1)C3)C2=O	-11	0	9	-13	-3	-0.7	-1.7	0.1	-3.0
O=C(Cc1ccc(Br)cc1)NCCc1ccc(Cl)cc1Cl	-16	6	-1	-3	8	?	/	0.1	-0.2
CN(C)c1ccnc2c[cH-]cc12.[Fe].c1ccc(-[c-]2[c-](-c3ccccc3)[c-](-c3ccccc3)[c-](-c3ccccc3)[c-]2-c2ccccc2)cc1 (stereo not given)	115&63	/	-18&-10	6&-9	-4&-5	3.5&2.8	0.8&-0.2	-0.4&-0.3	0.5
COc1ccccc1N1CCN(C(=O)CSc2ncnc3scc(-c4ccccc4)c23)CC1	-2	7	-4	27	7	1.2	/	-0.6	1.0
CCOc1ccc(CCNC(=O)c2ccccc2OCc2c(C)noc2C)cc1OCC	-1	/	/	35	0	2.7	0.2	/	-0.5
Cc1cc(OCC(=O)O/N=C(\N)c2ccccc2)ccc1Cl	i	-2	2	13	-6	-0.3	/	-0.3	-0.3

A portion of the library. The share of hits here may be higher or lower than overall.
